p53ts 32C kill: cytotoxicity in p53ts cells at permissive temperature | H1299-p53A138V at 32C, ATP luminescence viability, 24 h | 130,000 tested, 0.93% active | AID 924 | Potency, µM (highest dose often 46.1 µM), inactives show top-dose activity change, negative = cytotoxicity, usual class: cytotoxic;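 further: 0% = DMSO and -100% = full killing by reference compound; nearly all actives have a fitted effect of over 55% in size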
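H1299-p53 A138V cells (temperature-sensitive p53) exposed 24 h to up to 46 uM compound at 32C, where p53 is wild-type in conformation. Viability read as ATP luminescence and normalised to DMSO and 100 uM tamoxifen. AC50 fitted with the Hill equation.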
IkB sig inh: suppresses IkB signaling in ABC-DLBCL reporter cells. ABC-DLBCL IkBa-CBG/CBR dual luciferase ratio, 4 h; response scale: scaled: untreated 0%, proteasome inhibitor 100%. 110,000 tested, 0.04% active. Potency, µM (series often up to 57.1 µM), for the others: at the top dose IkBa stabilization activation; active means well fitted curve in the direction sought with a large enough effect in the signal ratio, not every such curve was filed as active; inconclusive means small, poorly fitted or top-dose-only effect, or a change in a side signal; the % refers to the signal ratio;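 further: the direction sought is a rising ratio; 0% = basal untreated cells and 100% = reference inhibitor full response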
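Luminescence ratio of IκBα-fused green versus native red beetle luciferase in OCI-Ly3 cells, 4 h post-doxycycline with compound; red signal alone, scaled from basal (0%) to zero light (-100%), flagged nonspecific or cytotoxic effects.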
p53ts 39C tox: p53ts cell cytotoxicity, nonpermissive temperature; Potency, µM (series often up to 46.1 µM), without a hit: top-dose activity change, negative = cell killing, most hits filed as cytotoxic; AID 902; 130,000 tested, 1.5% active; H1299-p53A138V viability at 39C, ATP luminescence, 24 h; further: nearly all actives have a fitted effect of over 55% in size
Imprint erasure: genomic imprint erasure induction; mouse ES Peg3-LacZ reporter, beta-gal luminescence, 40 h; Potency, µM (series often up to 60.7 µM), without a hit: top-dose activity change, positive = activation, most hits filed as activators; 110,000 tested, 0.02% active;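 further: 0% = negative control wells on the plate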
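Readout: BetaGlo luminescence (5 min, room temp) for LacZ from the normally silent maternal Peg3 allele in female Peg3LacZ-Neo ES cells. Cells 300/well, 40 h, 37C, 5% CO2. Data normalized per plate to negative controls.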
The depositor's hits bear a star; u = inconclusive; x = not tested or not shown; & = joins results of further samples; [ ] = another dose, or the depositor's remark. Unless noted, the call rests on the fitted dose curve; in most records, active means well fitted curve in the direction sought with a large enough effect; inconclusive means small, poorly fitted or top-dose-only effect, or another doubt; inactive means no such curve, though single readings can be large; an effect the other way counts as inactive or inconclusive. Unless noted, on the % scale 0 is the no-effect control and ±100 the full control effect; potency means the concentration at half of the fitted maximal effect.

Values in the order: p53ts 32C kill | IkB sig inh | p53ts 39C tox | Imprint erasure
1: CCOc1ccc(NC(=O)Cn2c(C)ccc(C#N)c2=O)cc1
    -3% | -1.4% | -10% | -9%[10.9 µM]
2: O=C(Nc1ccc(F)c(F)c1)C1CCCN(S(=O)(=O)c2cccc3nonc23)C1 (stereo not drawn)
    -6% | 7.9% | -9% | -5%[10.9 µM]
3: CCn1c(CCNC(=O)c2cccs2)nnc1SCC(=O)Nc1nc(-c2ccccc2)cs1
    -3% | x | -25% | x
4: CCOC(=O)c1cc2occc2n1CCCN1C(=O)c2ccccc2C1=O
    -5% | 3.9% | -19% | x
5: COc1ccc(-n2c(=O)cc(N3CCN(c4ccccc4F)CC3)[nH]c2=O)cc1
    0% | 0.0% | -2% | -11%
6: CCCCc1ccc(NC(=O)CSc2nc3ccccc3nc2N2CCOCC2)cc1
    17% | u | -9% | 9%[10.9 µM]
7: COc1ccccc1N1CCN(C(=O)Cn2cnc3sc(C)c(S(=O)(=O)N4CCC(C)CC4)c3c2=O)CC1
    10% | u | 23% | 6%[10.9 µM]
8: CCN(CC)S(=O)(=O)N1CCC(C(=O)NC2CCCc3ccccc32)CC1 (stereo not drawn)
    1% | -1.1% | -6% | -11%
9: CC(=O)n1nc(-c2cccnc2)nc1N
    -6% | 0.7% | 8% | -3%
10: COc1ccc(Nc2nc(N)nc(CSc3n[nH]c(-c4ccccc4)n3)n2)cc1
    -1% | -2.3% | -5% | x
11: CCOc1ccc(CNc2nc3ccccc3n2CCN2CCOCC2)cc1
    -8% | x | 19% | x
12: O=C(Nc1ccc(NC(=O)c2ccco2)nc1)c1ccccn1
    13µM* | u | 13µM* | -90%[inhibitor]
13: COc1cc2c(cc1OC)C(COc1ccc(F)cc1)N(C(=O)c1cccc(F)c1)CC2 (stereo not drawn)
    18% | u | -22% | -14%[10.9 µM]
14: COc1cccc(CNCCSc2nnnn2-c2ccccc2)c1OC
    u | 0.2% | -18% | 17%[10.9 µM]
15: CCCCOC(=O)C1=C(C)Nc2ncnn2C1c1cccc(OC)c1OC (stereo not drawn)
    -5% | 0.3% | 7% | -6%
16: O=C(COc1ccccc1)NCc1ccc2c(c1)CCN2C(=O)c1ccccc1
    -1% | u | u | -13%[10.9 µM]
17: COc1ccc(-c2nnc(SCc3cccc(Cl)c3)o2)cc1
    -11% | -2.8% | 14% | 29%[10.9 µM]
18: COc1ccc(S(=O)(=O)Nc2cc(OC)c(NC(=O)c3ccco3)cc2OC)cc1
    21% | 5.0% | 1% | -2%
19: CCc1ccccc1NC(=O)C1(C)Cc2ccccc2C(=O)O1 (stereo not drawn)
    -5% | 1.1% | -2% | -3%[10.9 µM]
20: COC(=O)C1CCN(C(=O)NC2CCCCC2)CC1
    4% | 0.0% | 8% | -6%
21: O=C(CN1C(=O)c2ccccc2S1(=O)=O)N1CCN(c2ccccc2F)CC1
    -7% | 0.9% | -11% | -4%
22: FC(F)(F)c1nc(SCc2ccc(Cl)cc2)n[nH]1
    -2%[9.22 µM] | 3.0%[11.4 µM] | 8%[9.22 µM] | -8%[10.9 µM]
23: O=C(Nc1ccc2c(c1)OCCO2)c1c(F)cccc1F
    u | 2.3% | u | -56%[inhibitor]
24: O=C(COc1cc(Cl)ccc1Cl)Nc1nnc(CC(=O)N2CCOCC2)s1
    3% | 0.9% | 3% | -6%
25: CCn1c(SCC(=O)N2CCN(c3ccc(F)cc3)CC2)nnc1-c1ccncc1
    8% | 1.9% | 4% | 0%
26: COC(=O)c1sccc1S(=O)(=O)N(CC(=O)Nc1ccc(C)cc1)c1ccccc1
    -4% | 1.2% | 10% | -13%[10.9 µM]
27: COC(=O)CSc1nc2c(c(=O)n(C)c(=O)n2C)n1CCCc1ccccc1
    1% | 0.5% | -14% | -8%
28: O=C(Nc1ccc(O)c(-c2nc3ccccc3o2)c1)c1ccc(Br)cc1
    1% | 4.5% | 17% | -14%[10.9 µM]
29: CCOc1ccccc1NC(=O)CCS(=O)(=O)c1cccc2nsnc12
    3% | 2.8% | -6% | -5%[10.9 µM]
30: COC(=O)[C@@]1(Cc2ccccc2)[C@H]2c3cc(C(=O)N(C)C)n(CCO)c3C[C@H]2CN1C(=O)c1ccccc1
    10% | x | -8% | -1%
31: CC(C)(C)n1cnc2cc(NCc3ccccc3Cl)ccc21
    u | 3.2% | u | -9%[10.9 µM]
32: O=C1Nc2cccnc2Sc2ccccc21
    -3% | 1.2% | -3% | 0%
33: COc1cc(OC)nc(NC(=O)COC(=O)C2CCCCC2)n1
    -3% | -2.0% | 2% | -10%
34: CCOC(=O)C1=C(C)NC(=O)NC1/C(C)=C/c1ccccc1 (stereo not drawn)
    16% | 0.2% | 8% | -5%
35: CCOC(=O)C1=C(C)N(C)C(=S)NC1c1ccc(Cl)cc1 (stereo not drawn)
    -15% | x | 2% | x
36: COc1ccc(-c2noc(CCC(=O)Nc3cc(Cl)c(OC)cc3OC)n2)cc1
    -5% | 2.8% | -7% | -11%
37: Cc1csc(SCC(=O)N2CCCC2)n1
    -2% | -2.7% | 9% | -7%
38: N#CCCSCc1ccc(C(=O)O)o1
    -2% | 1.6% | 14% | u
39: COc1ccc(Cl)cc1S(=O)(=O)N1CCN(C)CC1
    -3% | 0.4% | 1% | 2%
40: O=C1C2CCCN2C(c2ccccc2)N1c1ccc(Cl)cc1 (stereo not drawn)
    -19% | 1.4% | -25% | -34%[inhibitor]
41: CC(C)c1nc(N2CCCC2)c(C#N)c2c1CCCC2
    7% | -4.3% | 5% | 5%
42: O=C(NCc1ccccn1)c1cc2ccccn2n1
    -2% | -0.9% | 13% | -16%
43: COc1ccc(NC(=O)C2CCN(c3cnccn3)CC2)cc1Cl
    -1% | u | -7% | -6%[10.9 µM]
44: NC(=O)CC(O)c1cccc(Cl)c1 (stereo not drawn)
    -3% | -0.9% | 3% | -2%
45: O=C(NCC(c1ccc2c(c1)OCO2)N1CCN(c2ccccc2)CC1)c1ccc(F)c(F)c1 (stereo not drawn)
    -3% | 3.8% | -26% | 6%[10.9 µM]
46: CC1=C(C(=O)OC(C)C)C(c2cccs2)C2=C(CCCC2=O)N1 (stereo not drawn)
    6% | x | 5% | x
47: Cc1cccc(N2CCN(C(=O)Cn3nc(C)c4sc5ccccc5c4c3=O)CC2)c1C
    10% | u | 10% | 7%[10.9 µM]
48: Cc1sc2ncn(CC(=O)N3CCN(c4ccc(F)cc4)CC3)c(=O)c2c1S(=O)(=O)N1CCC(C)CC1
    17% | u | -3% | 2%[10.9 µM]
49: COc1cccc(CN(Cc2ccco2)c2cnc(S(C)(=O)=O)nc2C(=O)Nc2cccc(Cl)c2C)c1
    7% | 0.5% | 21% | -16%[10.9 µM]
50: Cc1nc2nc[nH]n2c(=O)c1NC(=O)c1c(-c2ccccc2Cl)noc1C
    -15% | -1.6% | -19% | -2%
51: O=C(Cn1cc(SCc2ccc(C(F)(F)F)cc2)c2ccccc21)N1CCCCCC1
    -17% | u | -18% | -18%[10.9 µM]
52: COc1ccc(S(=O)(=O)N2CCCN(CC(=O)Nc3cc(NC(C)=O)ccc3OC)CC2)cc1
    2% | 0.1% | -11% | -4%
53: CCOc1ccc(NS(=O)(=O)c2ccc(-c3cc(C)no3)s2)cc1
    8% | -2.0% | -13% | -8%[10.9 µM]
54: Cc1cc(C)c(NC2=CC(=O)CC(C)(C)C2)c(C#N)c1
    -1% | 1.9% | 4% | -6%
55: CC(=O)N1CCc2c(sc3c2c(=O)n(Cc2ccccc2)c(=O)n3Cc2cccc(Cl)c2)C1
    -6% | u | -12% | -13%[10.9 µM]
56: COc1cccc(C(=O)N2CCN(CCc3ccncc3)CC2)c1
    9% | 1.6% | 6% | -10%[10.9 µM]
57: O=C(CSc1nnc(C2COc3ccccc3O2)o1)N1CCOCC1 (stereo not drawn)
    16% | -2.3% | 6% | -46%[inhibitor]
58: O=c1c2oc3ccccc3c2n(Cc2ccccc2Cl)c(=O)n1Cc1ccc2c(c1)OCO2
    8% | -1.5% | 3% | -13%[10.9 µM]
59: COCCCn1nnnc1SCC(=O)Nc1nc(C)c(C)s1
    -3% | -1.4% | -7% | -7%
60: Cc1ccc(N2CC(NC(=O)C3CC3)CC2=O)cc1C (stereo not drawn)
    -9% | -1.1% | -9% | -5%[10.9 µM]

The last five records of the section before come first, to join the parts:
Values in the order: p53ts 32C kill | IkB sig inh | p53ts 39C tox | Imprint erasure
56: COc1cccc(C(=O)N2CCN(CCc3ccncc3)CC2)c1
    9% | 1.6% | 6% | -10%[10.9 µM]
57: O=C(CSc1nnc(C2COc3ccccc3O2)o1)N1CCOCC1 (stereo not drawn)
    16% | -2.3% | 6% | -46%[inhibitor]
58: O=c1c2oc3ccccc3c2n(Cc2ccccc2Cl)c(=O)n1Cc1ccc2c(c1)OCO2
    8% | -1.5% | 3% | -13%[10.9 µM]
59: COCCCn1nnnc1SCC(=O)Nc1nc(C)c(C)s1
    -3% | -1.4% | -7% | -7%
60: Cc1ccc(N2CC(NC(=O)C3CC3)CC2=O)cc1C (stereo not drawn)
    -9% | -1.1% | -9% | -5%[10.9 µM]
61: O=C(CSCc1ccccc1)Nc1ccc2c(c1)OCO2
    -5% | 1.2% | -1% | -12%
62: COc1ccc(NC(=O)CSCc2cnn(-c3ccccc3)c2-n2cccc2)cc1
    -5% | 0.3% | 17% | 15%[10.9 µM]
63: Cn1c(SCC(=O)N(C2CCCCC2)C2CCCCC2)nnc1-c1cccs1
    2% | 1.4% | 1% | -11%
64: COc1cc(C(CC(=O)Nc2cccc(C(C)=O)c2)N2Cc3ccccc3C2=O)cc(OC)c1OC (stereo not drawn)
    3% | -0.8% | -8% | 7%[10.9 µM]
65: Cc1c(N(C(=O)Nc2ccccc2)C2=NCC(C)S2)c(=O)n(-c2ccccc2)n1C (stereo not drawn)
    2% | -0.2% | -1% | -25%
66: CCOc1cccc(C2c3c(oc4cc(C)c(C)cc4c3=O)C(=O)N2c2nc(C)c(C)s2)c1 (stereo not drawn)
    4% | -1.4% | -2% | -4%[10.9 µM]
67: O=C1OCCC=C1[C@@H](O)CCc1ccccc1
    2%[9.22 µM] | x | -12%[9.22 µM] | x
68: Cc1ccccc1-c1nc(CN2CCC(C(=O)NC(C)C)CC2)c(C)o1
    9% | 0.9% | -28% | -9%[10.9 µM]
69: CC(C)(C)NC[C@H](O)COc1cccc2[nH]c(=O)[nH]c12
    3%&-24% | 0.2%&-0.9% | -23%&12% | -15%
70: CCCn1c(SCC(O)c2cccc(OC)c2)nc2ccccc21 (stereo not drawn)
    -2% | u | -14% | -10%[10.9 µM]
71: COC(=O)c1ccc(C2CC(=O)Nc3cc(OC)c(OC)cc32)cc1 (stereo not drawn)
    2% | 3.8% | -3% | -13%
72: CC(C)NC(=O)N1CCC(N2CCN(Cc3ccc(F)cc3)C(=O)C2=O)CC1
    -3% | 1.6% | u | -14%[10.9 µM]
73: O=C(c1ccco1)[C@@H]1[C@@H]2C(=O)N(c3ccc(Br)cc3)C(=O)[C@@H]2C2c3ccccc3C=CN21 (stereo partly drawn)
    2% | u | -8% | -9%
74: COc1ccccc1C1C(C(=O)c2cc3ccccc3o2)=C(O)C(=O)N1CCN(C)C (stereo not drawn)
    -3% | u | 5% | -15%
75: CCOc1ccc(CCNC(=O)Cn2nc(-c3ccc(C)cc3)ccc2=O)cc1OCC
    11% | -1.8% | -8% | -20%[10.9 µM]
76: COc1ccccc1C(=O)Nc1cccc(SC)c1
    -17% | x | -3% | x
77: Cn1c(=O)n(CCc2ccccc2)c(=O)c2c1nc1n2CCN1Cc1ccco1
    5% | -2.2% | 11% | -4%
78: CC(=O)N(c1ccc2oc(=O)sc2c1)S(=O)(=O)c1ccccc1
    3% | 0.6% | -12% | -38%[inhibitor]
79: CCCn1nnnc1SCC(=O)NCc1cccs1
    -1% | 0.7% | -10% | 3%
80: CCOc1ccc(-c2ncncc2-c2ccc(OC)cc2)c(O)c1
    -1% | 18% | 4% | -12%
81: CCOC(=O)c1c(NC(=O)c2ccc(S(=O)(=O)N(CC(C)C)CC(C)C)cc2)sc2c1CCN(C(=O)OCC)C2
    -2% | u | u | 8%[10.9 µM]

Bioassay records from PubChem BioAssay.
